MOR-DOR ag: agonists of human mu-delta opioid receptor heterodimerization | actives 0.3% (n = 340,000) | cells, OPRM1-OPRD1 heterodimerization, luminescence | activation, % at 9.3 µM | AID 504326; in the data active means activation above about 18%;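 further: 0% = vehicle-treated cells and 100% = reference agonist; values of inactives mirror those of a sister screen read the other way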
PKA-R2B act: PKA-R2B complex activation; AID 504700; PKA-R2B holoenzyme dissociation, Cy5-IP20 fluorescence polarization; R2B truncated from residue 108, S112A mutant; 0% DMSO only, 100% 113 µM cGMP; activation, % at 11.4 µM; actives 0.079% (n = 340,000); P22694+P31323;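 active means activation above a cutoff set at the mean over all compounds plus 3 SD, cut at about 18% in these data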;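 further: higher means more holoenzyme dissociation and a rise in polarization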
Target sequence (P31323 whole entry, looked up, other chains not shown, the tested form may be a part): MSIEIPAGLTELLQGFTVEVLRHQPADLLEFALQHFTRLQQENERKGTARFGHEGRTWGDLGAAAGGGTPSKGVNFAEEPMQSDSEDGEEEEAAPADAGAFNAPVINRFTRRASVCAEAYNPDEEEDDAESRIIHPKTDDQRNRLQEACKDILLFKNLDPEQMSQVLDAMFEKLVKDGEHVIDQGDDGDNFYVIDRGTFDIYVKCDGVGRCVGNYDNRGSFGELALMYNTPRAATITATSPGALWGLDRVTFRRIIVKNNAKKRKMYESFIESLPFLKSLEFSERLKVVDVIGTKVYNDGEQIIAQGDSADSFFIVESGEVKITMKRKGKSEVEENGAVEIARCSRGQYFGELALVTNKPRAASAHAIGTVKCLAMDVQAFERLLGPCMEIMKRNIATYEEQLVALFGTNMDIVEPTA
OPRM1-OPRD1 inv: inverse agonist of human OPRM1-OPRD1 heterodimerization. P35372+P41143. cell-based MOR-DOR heterodimer luminescence, inverse agonism. inhibition, % at 9.3 µM. actives 0.21% (n = 340,000); in the data active means inhibition above about 22%, passing the limit was not always enough;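 further: 0% = cells with DMSO and 100% = wells without cells with DMSO; values of inactives mirror those of a sister screen read the other way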
Mot1-301 SUMO: inhibitors of SUMOylation pathway: yeast Mot1-301 growth rescue. S. cerevisiae Mot1-301 growth rescue, ATP luminescence, 38.5C; percent above DMSO median, 100 means doubled. growth rescue, % at 18.8 µM. actives 1% (n = 320,000);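 active means every valid replicate shows activation above 250% relative to neutral control wells; inactive means the rest, any valid replicate at or below 250%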;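 further: OY570 slx delta 5 strain wells were the positive control but not used for scaling; some compounds called inactive have numbers as strong as hits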
PfHsp90 yeast 2: reduces growth (ATP signal) of yeast expressing P. falciparum Hsp90; S. cerevisiae expressing PfHsp90, BacTiter-Glo ATP, 48 h; yeast lacking PDR1 and PDR3 efflux regulators; actives 0.32% (n = 310,000); inhibition, % at 9.4 µM;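 active means every replicate shows inhibition above about 80%, whatever the replicate mean, limit read from the data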;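 further: 0% = DMSO neutral controls and 100% = 20 µM radicicol positive controls; yeast relying on Plasmodium falciparum Hsp90 in place of its own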
Tat export inh: E. coli Tat transport inhibition; actives 0.036% (n = 340,000); inhibition, % at 10 µM; AID 488895; E. coli MC4100 TorA-mCherry Tat export, fluorescence;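 active means mean replicate inhibition at least 50% and at least half of replicates individually reaching 50%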;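 further: exported cargo escapes ClpAP degradation while cytoplasmic cargo is degraded and loses fluorescence; 0% = median of neutral control wells and 100% = median of NaSCN control wells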
AddAB inh: less growth of phage-infected E. coli with AddAB. AID 435030. inhibition, % at 11.9 µM. E. coli expressing H. pylori AddAB, absorbance growth. actives 0.29% (n = 330,000); in the data active means inhibition above about 12%;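 further: 0% = vehicle wells of infected cells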
phage Ecoli inh: E. coli growth loss with phage present. growth absorbance. inhibition, % at 11.9 µM. actives 0.26% (n = 360,000). AID 651602; in the data active means inhibition above about 11%
HTR5A inv ctr: HTR5A inverse agonism, opioid heterodimer counter-screen; P47898; HTR5A cell line, luminescence; inhibition, % at 9.3 µM; actives 0.083% (n = 340,000); AID 504634; in the data active means inhibition mostly above about 23%, no sharp cut-off; inactive means mostly below about 18%;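 further: 0% = cells with DMSO and 100% = no-cell wells with DMSO; some compounds called inactive have numbers as strong as hits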
Target sequence (P47898 whole entry, looked up): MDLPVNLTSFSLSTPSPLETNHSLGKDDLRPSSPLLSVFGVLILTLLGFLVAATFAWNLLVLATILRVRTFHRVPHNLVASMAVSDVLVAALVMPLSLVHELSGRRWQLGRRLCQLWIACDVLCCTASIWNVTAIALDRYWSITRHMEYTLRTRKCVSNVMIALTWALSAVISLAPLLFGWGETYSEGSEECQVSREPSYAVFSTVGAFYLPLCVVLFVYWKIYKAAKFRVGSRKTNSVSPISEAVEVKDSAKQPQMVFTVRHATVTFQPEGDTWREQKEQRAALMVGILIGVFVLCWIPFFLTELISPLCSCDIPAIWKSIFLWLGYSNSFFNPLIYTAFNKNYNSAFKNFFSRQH
PKA-R1A activ: PKA-R1A complex activation. P00514+P68181. PKA-R1A dissociation, Cy5-IP20 fluorescence polarization; scaled: DMSO 0%, 113 µM cGMP 100%. activation, % at 11.4 µM. actives 0.083% (n = 340,000);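 active means percent activation above the mean of all tested compounds plus 3 SD, cut at about 19% in these data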;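 further: higher means more PKAc released from R1A so a rise in polarization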
Ecoli viability: counter-screen for AddAB inhibitors: E. coli growth inhibition; actives 0.27% (n = 330,000); AID 449728; inhibition, % at 11.9 µM; E. coli V3065 growth, OD600 absorbance, 18 h;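 active means inhibition above the campaign's mean inhibition across all tested compounds plus 3 SD, cut at about 9.9% in these data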;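 further: uninfected addAB+ strain grown without phage in ampicillin broth; 0% = DMSO wells and 100% = ciprofloxacin 0.95 µg/ml wells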
Starred values were filed as active, the others as inactive.

Cc1ccc2nc3c(cc2c1)CN(Cc1ccco1)C(=NCC1CCCO1)S3 (stereo unspecified) was read as MOR-DOR ag -1.8, PKA-R2B act -18, OPRM1-OPRD1 inv 10, Mot1-301 SUMO 0, PfHsp90 yeast 2 6, Tat export inh -2, AddAB inh 0.7, phage Ecoli inh -0.6, HTR5A inv ctr 4, PKA-R1A activ -9 and Ecoli viability -0.6.
C=CCNC(=O)/C(C#N)=C/c1c(N2CCCCCC2)nc2ccccn2c1=O was read as MOR-DOR ag -0.7, PKA-R2B act 1, OPRM1-OPRD1 inv 3, Mot1-301 SUMO 57, PfHsp90 yeast 2 12, Tat export inh 1, AddAB inh -0.2, phage Ecoli inh 0.7, HTR5A inv ctr -2, PKA-R1A activ 6 and Ecoli viability 0.3.
Screening Nc1ccc(C2(c3ccc(N)cc3)OC(=O)c3ccccc32)cc1 returned MOR-DOR ag -2.9, PKA-R2B act -8, OPRM1-OPRD1 inv 15, Mot1-301 SUMO 497*, PfHsp90 yeast 2 0, Tat export inh -2, AddAB inh 4.2, phage Ecoli inh 0.4, HTR5A inv ctr 11, PKA-R1A activ -2 and Ecoli viability 1.2.
Screening CC(=O)c1ccc(NC(=O)CN2CCCCCC2)cc1 returned MOR-DOR ag 1.8, PKA-R2B act 2, OPRM1-OPRD1 inv -10, Mot1-301 SUMO 25, PfHsp90 yeast 2 12, Tat export inh -5, AddAB inh 2.9, phage Ecoli inh 3.2, HTR5A inv ctr 1, PKA-R1A activ -6 and Ecoli viability -2.3.
COc1ccc(CNCCNC(=O)c2nonc2N)cc1OC was read as MOR-DOR ag -1.5, PKA-R2B act 4, OPRM1-OPRD1 inv 7, Mot1-301 SUMO 2, PfHsp90 yeast 2 7, Tat export inh -2, AddAB inh 0.5, phage Ecoli inh 1.6, HTR5A inv ctr -24, PKA-R1A activ -4 and Ecoli viability 0.0.
For Cc1nc(C(=O)NCc2ccccc2)sc1C1(C)CC(c2cccc([N+](=O)[O-])c2)=NO1 (stereo unspecified) the results were MOR-DOR ag -1.7, PKA-R2B act -19, OPRM1-OPRD1 inv 10, Mot1-301 SUMO 11, PfHsp90 yeast 2 -1, Tat export inh 3, AddAB inh 2.4, phage Ecoli inh 2.3, HTR5A inv ctr -15, PKA-R1A activ -7 and Ecoli viability -0.7.
`O=C(Cc1ccccc1)NCCS(=O)c1ccc(Cl)cc1` (stereo unspecified) gave MOR-DOR ag -2.0, PKA-R2B act 0, OPRM1-OPRD1 inv 8, Mot1-301 SUMO 24, PfHsp90 yeast 2 -11, Tat export inh 8, AddAB inh 2.5, phage Ecoli inh 0.5, HTR5A inv ctr 5, PKA-R1A activ 4 and Ecoli viability -0.1.
Screening CC(=O)Nc1cccc(C(=O)N/N=C/c2ccc(F)cc2)c1 returned MOR-DOR ag -1.0, PKA-R2B act -7, OPRM1-OPRD1 inv 7, Mot1-301 SUMO 47, PfHsp90 yeast 2 -7, Tat export inh 0, AddAB inh 1.1, phage Ecoli inh 0.1, HTR5A inv ctr -1, PKA-R1A activ 3 and Ecoli viability 2.1.
`O=C(/C=C/c1ccccc1)Nn1cnc2ccccc2c1=O` gave MOR-DOR ag -4.0, PKA-R2B act -10, OPRM1-OPRD1 inv 20, Mot1-301 SUMO -17, PfHsp90 yeast 2 4, Tat export inh 4, AddAB inh -0.1, phage Ecoli inh 2.6, HTR5A inv ctr 4, PKA-R1A activ -6 and Ecoli viability 1.6.
Screening Cc1csc2nc(COC(=O)CNC(=O)c3ccc(Cl)cc3)cc(=O)n12 returned MOR-DOR ag -1.5, PKA-R2B act -12, OPRM1-OPRD1 inv 6, Mot1-301 SUMO 7, PfHsp90 yeast 2 20, Tat export inh 1, AddAB inh -0.3, phage Ecoli inh -0.9, HTR5A inv ctr 7, PKA-R1A activ -12 and Ecoli viability 1.9.
O=C(Nc1ccc(N2CCN(c3ncccc3C(F)(F)F)CC2)nc1)c1cccs1 was read as MOR-DOR ag 6.3, PKA-R2B act -2, OPRM1-OPRD1 inv -33, Mot1-301 SUMO 13, PfHsp90 yeast 2 14, Tat export inh 10, AddAB inh 1.3, phage Ecoli inh 2.2, HTR5A inv ctr 9, PKA-R1A activ -2 and Ecoli viability 0.9.
Screening CN1CCC(NC(=S)Nc2cccc([N+](=O)[O-])c2)CC1 returned MOR-DOR ag 0.0, PKA-R2B act 2, OPRM1-OPRD1 inv 0, Mot1-301 SUMO 11, PfHsp90 yeast 2 -9, Tat export inh -1, AddAB inh -1.5, phage Ecoli inh 4.1, HTR5A inv ctr -7, PKA-R1A activ -12 and Ecoli viability -0.2.
COc1ccc(NC(=O)C2CCCN(S(=O)(=O)c3c(C)n[nH]c3C)C2)cc1 (stereo unspecified) was read as MOR-DOR ag -1.9, PKA-R2B act -10, OPRM1-OPRD1 inv 11, Mot1-301 SUMO 452, PfHsp90 yeast 2 -18, Tat export inh -1, AddAB inh 2.2, phage Ecoli inh 1.6, HTR5A inv ctr -17, PKA-R1A activ -7 and Ecoli viability -1.9.
`O=C(Nc1cccnc1)c1cc(Cl)ccc1Cl` gave MOR-DOR ag -2.9, PKA-R2B act 0, OPRM1-OPRD1 inv 14, Mot1-301 SUMO -1, PfHsp90 yeast 2 13, Tat export inh -3, AddAB inh 2.6, phage Ecoli inh 2.7, HTR5A inv ctr 3, PKA-R1A activ -3 and Ecoli viability 1.1.
Screening CN(C(=O)CN1C(=O)c2cc(Cl)c(Cl)cc2C1=O)C1CCS(=O)(=O)C1 (stereo unspecified) returned MOR-DOR ag 0.6, PKA-R2B act 0, OPRM1-OPRD1 inv -4, Mot1-301 SUMO 5, PfHsp90 yeast 2 -38, Tat export inh 1, AddAB inh 0.2, phage Ecoli inh 2.3, HTR5A inv ctr 15, PKA-R1A activ -11 and Ecoli viability 0.7.
`CCOC(=O)c1c(NC(=O)C(C)N2CCN(S(=O)(=O)c3cccs3)CC2)sc2c1CCC(C)C2` (stereo unspecified) gave MOR-DOR ag -0.7, PKA-R2B act -3, OPRM1-OPRD1 inv 3, Mot1-301 SUMO -14, PfHsp90 yeast 2 31, Tat export inh 23, AddAB inh -0.2, phage Ecoli inh 0.5, HTR5A inv ctr 7, PKA-R1A activ -13 and Ecoli viability -0.2.
O=C(NC1CCCCC1)c1ccc(-c2ccccc2[N+](=O)[O-])o1 was read as MOR-DOR ag 5.5, PKA-R2B act -2, OPRM1-OPRD1 inv -28, Mot1-301 SUMO 0, PfHsp90 yeast 2 -11, Tat export inh 5, AddAB inh 4.5, phage Ecoli inh -0.2, HTR5A inv ctr 9, PKA-R1A activ -5 and Ecoli viability -1.8.
O=C(O)c1ccc2nc3c(nc2c1)-c1ccccc1C3=O was read as MOR-DOR ag -8.8, PKA-R2B act 7, OPRM1-OPRD1 inv 42*, Mot1-301 SUMO -10, PfHsp90 yeast 2 7, Tat export inh -5, AddAB inh 0.8, phage Ecoli inh 2.5, HTR5A inv ctr 22, PKA-R1A activ -1 and Ecoli viability 0.6.
Screening Cc1cccc(NC(=O)c2ccccc2Br)n1 returned MOR-DOR ag -2.0, PKA-R2B act 2, OPRM1-OPRD1 inv 11, Mot1-301 SUMO 11, PfHsp90 yeast 2 -15, Tat export inh -5, AddAB inh 0.2, phage Ecoli inh 3.6, HTR5A inv ctr 17, PKA-R1A activ 3 and Ecoli viability 0.6.
O=C(CCCOc1ccc(Cl)cc1Cl)N/N=C/c1cccc([N+](=O)[O-])c1 was read as MOR-DOR ag 3.9, PKA-R2B act -7, OPRM1-OPRD1 inv -18, Mot1-301 SUMO -3, PfHsp90 yeast 2 -10, Tat export inh -2, AddAB inh 0.2, phage Ecoli inh 1.5, HTR5A inv ctr 1, PKA-R1A activ 4 and Ecoli viability -2.9.
`COc1cc2c(cc1OC)CN(CC(=O)Nc1ccc3c(c1)OCO3)CC2` gave MOR-DOR ag -1.8, PKA-R2B act 16, OPRM1-OPRD1 inv 9, Mot1-301 SUMO 527, PfHsp90 yeast 2 -11, Tat export inh 4, AddAB inh 2.6, phage Ecoli inh 2.0, HTR5A inv ctr -22, PKA-R1A activ -9 and Ecoli viability -0.8.
Screening CN(c1ccc(C(=O)NCc2ccc3c(c2)OCO3)cc1)S(=O)(=O)c1ccccc1 returned MOR-DOR ag -1.1, PKA-R2B act -4, OPRM1-OPRD1 inv 6, Mot1-301 SUMO -20, PfHsp90 yeast 2 18, Tat export inh -5, AddAB inh 1.6, phage Ecoli inh 4.2, HTR5A inv ctr -3, PKA-R1A activ 2 and Ecoli viability -1.6.
`Cc1ccc(CNC(=O)CN2C(=O)NC(C)(c3ccc(Cl)cc3)C2=O)cc1` (stereo unspecified) gave MOR-DOR ag -3.4, PKA-R2B act -8, OPRM1-OPRD1 inv 15, Mot1-301 SUMO -2, PfHsp90 yeast 2 -12, Tat export inh -9, AddAB inh 1.8, phage Ecoli inh 1.9, HTR5A inv ctr -4, PKA-R1A activ -5 and Ecoli viability 0.3.
Screening OCCN(Cc1ccccc1)CC1CC2C=CC1C2 (stereo unspecified) returned MOR-DOR ag -2.2, PKA-R2B act 1, OPRM1-OPRD1 inv 11, Mot1-301 SUMO -3, Tat export inh -3, AddAB inh -1.6, phage Ecoli inh -1.0, HTR5A inv ctr 0, PKA-R1A activ 4 and Ecoli viability -1.9.
`O=S(=O)(Cc1ccccc1Cl)Nc1ccccn1` gave MOR-DOR ag 0.3, PKA-R2B act -8, OPRM1-OPRD1 inv -2, Mot1-301 SUMO -16, PfHsp90 yeast 2 7, Tat export inh -6, AddAB inh -0.1, phage Ecoli inh 2.6, HTR5A inv ctr -15, PKA-R1A activ -7 and Ecoli viability -0.2.
Screening Cc1ccc2c(C(=O)CN3CCOCC3)c(C)[nH]c2c1 returned MOR-DOR ag 1.2, PKA-R2B act -13, OPRM1-OPRD1 inv -6, Mot1-301 SUMO 4, PfHsp90 yeast 2 -11, Tat export inh -1, AddAB inh -1.0, phage Ecoli inh 2.1, HTR5A inv ctr 15, PKA-R1A activ 8 and Ecoli viability -1.4.
Screening COc1ccc(CNC(=O)COC(=O)CCS(=O)(=O)c2ccc(C)cc2)cc1OC returned MOR-DOR ag 0.4, PKA-R2B act 1, OPRM1-OPRD1 inv -3, Mot1-301 SUMO -6, PfHsp90 yeast 2 -34, Tat export inh -2, AddAB inh 1.0, phage Ecoli inh 3.8, HTR5A inv ctr -7, PKA-R1A activ -6 and Ecoli viability -3.2.
Screening CC(=O)Nc1ccc(NC(=O)C2CC(=O)N(Cc3ccccc3)C2)cc1 (stereo unspecified) returned MOR-DOR ag -1.4, PKA-R2B act -2, OPRM1-OPRD1 inv 7, Mot1-301 SUMO -11, Tat export inh 0, AddAB inh 0.2, phage Ecoli inh 4.0, HTR5A inv ctr 2, PKA-R1A activ -2 and Ecoli viability -1.7.
CCN(CC(=O)NCc1ccc(Cl)cc1)C(=O)/C=C/c1ccc(Cl)c([N+](=O)[O-])c1 was read as MOR-DOR ag 0.2, PKA-R2B act 7, OPRM1-OPRD1 inv -1, Mot1-301 SUMO 204, PfHsp90 yeast 2 -1, Tat export inh 5, AddAB inh 1.3, phage Ecoli inh -1.2, HTR5A inv ctr -3, PKA-R1A activ 9 and Ecoli viability -0.1.

Source: PubChem BioAssay (several laboratories)
